# BAZ2B inh = blocks human BAZ2B; Q9UIF8; AlphaScreen BAZ2B-H3K14Ac peptide displacement; Potency, µM (series often up to 114 µM), for inactives: top-dose activity change, negative = inhibition, usual class: inhibitors; 4.4% of 360,000 active; AID 504333; note: % is set by controls: 0 for no effect and ±100 for the full control effect; nearly all actives have a fitted effect of over 60% in size
#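 BAZ2B (50 nM) with biotin-H3(5-23)K14Ac peptide (50 nM) in PBS pH 7.4, 0.01% Tween-20, preformed 30 min, then compound 30 min at room temperature; top concentration 110uM. AlphaScreen streptavidin donor/nickel chelate acceptor beads (10 ug/mL final), 20 min dark, signal read.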
# APE1 inh = inhibitors of human APE1 endonuclease. P27695. recombinant APE1, TAMRA/BHQ-2 abasic DNA cleavage fluorescence. Potency, µM (top dose mostly 65.8 µM), for inactives: at the highest dose activity change, negative = inhibition, hits mostly inhibitors. 0.35% of 350,000 active;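 note: plate controls were vehicle for no effect and reference inhibitor for full effect; nearly all actives have a fitted effect of over 55% in size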
#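 Measures dequenching upon AP-site incision of a 5'-TAMRA/3'-BHQ-2 THF-containing duplex, 50 nM; human APE1 0.75 nM after 15 min room-temperature exposure to compound; kinetic three-point read at one-minute spacing.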
# Anesthetic bind = binds horse apoferritin like a general anesthetic | P02791 | apoferritin/1-aminoanthracene competitive binding, fluorescence | Potency, µM (titrated, usually from 77.5 µM), inactives show at the top dose activity change, negative = displacement, hits mostly inhibitors | 0.074% of 350,000 active; note: % is set by controls: 0 for no effect and ±100 for the full control effect; nearly all actives have a fitted effect of over 20% in size
#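 Horse-spleen apoferritin (10 uM) was mixed with 50% saturated 1-aminoanthracene in PBS, exposed to compounds for 10 min at room temperature, and read for fluorescence (ex 380 nm, em 535 nm). Competitive displacement was fitted with a four-parameter Hill equation.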
# POLI inh = blocks human DNA polymerase iota activity. Pol iota fluorescent replication assay, 10 min. Potency, µM (highest dose often 115 µM), inactives show top-dose activity, negative = inhibition, most hits filed as inhibitors. 1% of 390,000 active. AID 588590
#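 Fluorescent replication assay read twice, at 0 min and 10 min after adding 50 nM (final) substrate. Enzyme (10 nM) and compounds were first incubated 15 min at room temperature; enzyme-free buffer wells were negative controls.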
# POLB inh = DNA polymerase beta (human) inhibition; P06746; Potency, µM (top dose mostly 114 µM), without a hit: at the highest dose activity change, negative = inhibition, most hits filed as inhibitors; 1.3% of 340,000 active; Pol beta primer extension/strand displacement, fluorescence kinetic; note: % is set by controls: 0 for no effect and ±100 for the full control effect
#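 Preincubation: enzyme (10 nM) with compound, 15 min, RT. Reaction: substrate added to 50 nM final. Reads: 0 and 10 min. Analysis: normalized, Hill fit.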
# POLK inh = inhibitors of human DNA polymerase kappa | Q9UBT6 | purified Pol kappa, fluorescent DNA synthesis assay, 10 min | Potency, µM (top dose mostly 107 µM), for inactives: top-dose activity, negative = inhibition, actives largely listed as inhibitors | 0.53% of 400,000 active; note: % is set by controls: 0 for no effect and ±100 for the full control effect
#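 50 nM final substrate added after 15 min RT preincubation of 10 nM Pol kappa with compound; fluorescence read at 0 and 10 min.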
# BLM inh = blocks DNA unwinding by human BLM helicase | P54132 | recombinant BLM DNA unwinding, fluorescence dequenching | Potency, µM (series often up to 56.1 µM), for inactives: at the top dose activity change, negative = inhibition, usual class: inhibitors | 0.2% of 350,000 active | AID 2528;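 note: plate controls were vehicle for no effect and no enzyme for full effect; nearly all actives have a fitted effect of over 35% in size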
# POLH inh = DNA polymerase eta (human) inhibition; 1.2% of 390,000 active; Potency, µM (highest dose often 114 µM), for the others: top-dose activity change, negative = inhibition, hits mostly inhibitors; recombinant Pol eta, fluorescent DNA replication assay; note: % is set by controls: 0 for no effect and ±100 for the full control effect
#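 Pol eta at 10 nM preincubated with compounds 15 min at room temperature; reaction started with fluorescent substrate (50 nM final) and read kinetically at 0 and 10 min.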
# G9a block = G9a (human) methyltransferase inhibition; Potency, µM (series often up to 102 µM), for inactives: top-dose activity, negative = inhibition, actives largely listed as inhibitors; G9a H3K9 monomethylation, AlphaScreen, 2 h; AID 504332; Q96KQ7; 8.8% of 350,000 active; note: % is set by controls: 0 for no effect and ±100 for the full control effect; nearly all actives have a fitted effect of over 75% in size
#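 Compounds were preincubated with 20 nM G9a for 15 min, after which biotinylated H3K9 peptide (500 nM) and SAM (20 uM) started a 2 h room-temperature reaction. Monomethylated product was quantified by antibody-based AlphaScreen chemiluminescence.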
# The depositor's hits bear a star; u = inconclusive; x = not tested or not shown; [ ] = another dose, or the depositor's remark. Calls come from the whole dose curve; as a rule, active = well fitted curve in the direction sought with a large enough effect; inconclusive = small, poorly fitted or top-dose-only effect, or another doubt; inactive = no such curve, though single readings can be large; an effect the other way counts as inactive or inconclusive. Potency is the fitted concentration of half-maximal effect.
no.	SMILES	POLB inh	G9a block	POLI inh	APE1 inh	POLH inh	Anesthetic bind	BAZ2B inh	BLM inh	POLK inh
1	O=C(NCCCn1ccnc1)c1ccc(F)cc1	62%[activator]	x	12%	-10%	-7%	-3%	3%	0%	6%
2	O=C1C(Cl)=C(N2CCCCC2)C(=O)C(Cl)=C1c1cnc(N2CCCCC2)s1	5.6µM*	2.2µM*	u	20µM*	u	11%	45µM*	14µM*	-36%
3	CCCCN1C(=O)C(O)=C(C(C)=O)C1c1ccccc1 (configuration not stated)	10%	50µM*	4%	0%	1%	-16%	u	-1%	-8%
4	O=C(CSCc1ccc(Cl)cc1)Nc1cc([N+](=O)[O-])ccc1O	-11%	x	u	9%	-11%	-13%	u	-3%	-7%
5	CN1C(=O)CSc2ccc(NC(=O)N3CCOCC3)cc21	2%	10%[12.7 µM]	0%	20%	6%	-4%	11%	-2%	-1%
6	CC1CCC(NC(=O)CCS(=O)(=O)c2ccc3c(c2)CCN3C(=O)C2CC2)CC1 (configuration not stated)	2%	-7%	8%	15%	-3%	-3%	-3%	-5%	-20%
7	CCOC(=O)N1CCC(NC(=O)CS(=O)(=O)Cc2nc(-c3ccc(OC)cc3)oc2C)CC1	6%	14%	-1%	71%[activator]	-17%	0%	-15%	1%	14%
8	CC(=O)c1cc2c(cc1NC(=O)CN1CCCCC1C)OCO2 (configuration not stated)	4%	13µM*	24%	2%	-2%	-4%	79µM*	3%	-11%
9	Cc1c(NC(=O)c2ccc3ncccc3c2)c(=O)n(-c2ccccc2)n1C	27%	19%[2.33 µM]	-14%	0%	-11%	-4%	-2%	-2%	-11%
10	O=C(OCCN1C(=O)c2cccc3c(N4CCOCC4)ccc(c23)C1=O)c1ccc(Cl)cc1Cl	-22%	288%[activator][59 µM]	24%	-8%	-11%	1%	49%[activator]	-3%	-3%
11	Cc1cc(C)cc(NC(=O)CSc2ncc(S(=O)(=O)c3ccccc3)c(=O)[nH]2)c1	6%	4%[59 µM]	x	3%	x	-4%	9%	3%	x
12	Cc1cc(-c2n[nH]c(=S)n2-c2ccccc2)nn1C	-1%	8.9µM*	10%	8%	-14%	3%	-11%	5%	-5%
13	Cc1ccc(Nc2ccc([N+](=O)[O-])nc2[N+](=O)[O-])cc1	6%	u	u	-1%	-6%	1%	u	-3%	-9%
14	Cc1cc(C)cc(N(CCC#N)C(=O)COC(=O)Cn2[nH]c(=O)c3ccccc3c2=O)c1	x	x	1%	-7%	-6%	x	x	x	-12%
15	COc1ccc(N2CC(NC(=O)C3CCCC3)CC2=O)cc1OC (configuration not stated)	-2%	u	4%	x	-8%	9%	-2%	0%	-16%[60.1 µM]
16	Cc1ccc(C(C)C)cc1S(=O)(=O)NCc1cccnc1	-1%	-49%	-1%	-3%	0%	-2%	0%	-1%	-6%
17	CCCOC(=O)NC1CCS(=O)(=O)C1 (configuration not stated)	0%	24%	7%	-2%	-7%	-4%	3%[57.1 µM]	-3%	-4%
18	CCCCCCNC(=O)CNC(=S)N(Cc1cccs1)C1CCCCC1	-15%	23%	6%	-9%	-20%	8%	1%	-14%	1%
19	CC(C)c1nc2oc3c(N(C)CCO)ncnc3c2c2c1CCC2	0%	-22%	134%[activator]	2%	-4%	-2%	-18%	2%	2%
20	Cc1ccc(N(CC(=O)NCC(O)c2ccccc2)S(=O)(=O)c2ccc(C)cc2)cc1 (configuration not stated)	18%	10%	86%[activator]	-4%	-5%	-6%	u	-7%	-18%
21	CCn1c2ccccc2c2nn(C)c(=N)nc21	20%	-39%[12.7 µM]	8%	4%	2%	-5%	1%	-4%	-16%
22	CCN(CC)C(=O)CSC1=Nc2ccccc2C2=NC(Cc3c[nH]c4ccccc34)C(=O)N12 (configuration not stated)	4%	u	22%	-2%	-16%	-17%	-24%	-2%	-2%
23	CC1CCCCC1NC(=O)CN1C(=O)NC(Cc2ccccc2)(Cc2ccccc2)C1=O (configuration not stated)	11%	-16%[12.7 µM]	-9%	1%	-17%	-10%	1%	-1%	0%
24	C[C@H](CO)N1C[C@H](C)[C@@H](CN(C)C(=O)NC2CCCCC2)Oc2c(NC(=O)Nc3ccc(C(F)(F)F)cc3)cccc2C1=O	x	x	13%	-7%	-10%	x	x	x	13%
25	COc1ccc(S(=O)(=O)Nc2ccccc2C(=O)N2CCOCC2)cc1C	24%	-4%	3%	-10%	-8%	4%	-10%	-2%	2%
26	O=C1CC(NC(=O)c2ccc(Cl)cc2)C(=O)N1 (configuration not stated)	23%	18%[2.33 µM]	5%	-11%	-11%	3%	11%	-1%	-15%
27	CCOc1ccc(NC(=O)c2cc(C3CC3)nc3c2cnn3C(C)C)cc1OC	x	-3%[2.33 µM]	-12%	27%	-19%	x	-36%	x	-3%
28	COc1cc(CO)ccc1OCc1ccc(Cl)nc1	u	2%	159%[activator]	0%	-18%	-9%	0%	1%	-9%
29	COc1ccccc1C(CNC(=O)c1cccc(S(=O)(=O)Nc2ccc(F)cc2)c1)N(C)C (configuration not stated)	x	17%[12.7 µM]	4%	8%	-11%	x	9%	x	-2%
30	CCc1ccc(-c2nc3cc(NC(=O)c4ccc(C)c(C)c4)ccc3o2)cc1	u	11%[59 µM]	5%	x	-5%	-12%	-19%	-7%	7%
31	COc1cccc(NC(=O)CCN2CCC(C(N)=O)CC2)c1	14%	33%	19%	-1%	-14%	-5%	14%	2%	-6%
32	O=C(c1ccco1)N1CCN(C(=O)c2ccc(-c3cccc(C(F)(F)F)c3)o2)CC1	x	7%[0.501 µM]	43%[activator]	-1%	-25%	x	u	x	-6%
33	COc1cccc(CNC(=O)C2CCN(S(=O)(=O)c3ccc4c(c3)NC(=O)C(C)S4)CC2)c1 (configuration not stated)	22%	-3%	23%	23%	-19%	-6%	-15%	-5%	0%
34	CCOc1cc(C(=O)Nc2ccc(C)cc2O)ccc1OCC(=O)N1CCOCC1	x	-17%[59 µM]	u	-3%	u	x	-9%	x	-17%
35	CCN(CC)S(=O)(=O)c1ccc(C)c(NC(=S)N2CCN(Cc3ccc4c(c3)OCO4)CC2)c1	-8%	u	18%	0%	-5%	-17%	u	-11%	-16%
36	Cc1ccc(S(=O)(=O)N(C)CC(=O)NCCCc2ccccc2)cc1	28%	x	11%	2%	-21%	-11%	9%	-6%	6%

# Structural class, the entries above containing a furan ring, fused or not
no.	SMILES	POLB inh	G9a block	POLI inh	APE1 inh	POLH inh	Anesthetic bind	BAZ2B inh	BLM inh	POLK inh
19	CC(C)c1nc2oc3c(N(C)CCO)ncnc3c2c2c1CCC2	0%	-22%	134%[activator]	2%	-4%	-2%	-18%	2%	2%
32	O=C(c1ccco1)N1CCN(C(=O)c2ccc(-c3cccc(C(F)(F)F)c3)o2)CC1	x	7%[0.501 µM]	43%[activator]	-1%	-25%	x	u	x	-6%

# From compound 27 as far as 32, copied from above:
no.	SMILES	POLB inh	G9a block	POLI inh	APE1 inh	POLH inh	Anesthetic bind	BAZ2B inh	BLM inh	POLK inh
27	CCOc1ccc(NC(=O)c2cc(C3CC3)nc3c2cnn3C(C)C)cc1OC	x	-3%[2.33 µM]	-12%	27%	-19%	x	-36%	x	-3%
28	COc1cc(CO)ccc1OCc1ccc(Cl)nc1	u	2%	159%[activator]	0%	-18%	-9%	0%	1%	-9%
29	COc1ccccc1C(CNC(=O)c1cccc(S(=O)(=O)Nc2ccc(F)cc2)c1)N(C)C (configuration not stated)	x	17%[12.7 µM]	4%	8%	-11%	x	9%	x	-2%
30	CCc1ccc(-c2nc3cc(NC(=O)c4ccc(C)c(C)c4)ccc3o2)cc1	u	11%[59 µM]	5%	x	-5%	-12%	-19%	-7%	7%
31	COc1cccc(NC(=O)CCN2CCC(C(N)=O)CC2)c1	14%	33%	19%	-1%	-14%	-5%	14%	2%	-6%
32	O=C(c1ccco1)N1CCN(C(=O)c2ccc(-c3cccc(C(F)(F)F)c3)o2)CC1	x	7%[0.501 µM]	43%[activator]	-1%	-25%	x	u	x	-6%

# Other entries.
no.	SMILES	POLB inh	G9a block	POLI inh	APE1 inh	POLH inh	Anesthetic bind	BAZ2B inh	BLM inh	POLK inh
37	Cc1ccc(S(=O)(=O)c2c(Nc3cc(C)ccc3C)sc(C(=O)c3ccc4c(c3)OCO4)c2N)cc1	3%	6%[59 µM]	7%	x	-1%	45%[activator]	u	-6%	-11%[60.1 µM]
38	COc1ccc(NC(=O)N2CCc3ccccc3C2)cc1OC	26%	50%	33%	27%	-19%	-14%	-17%	-3%	7%
39	O=C(O)Cc1ccc(NC(=O)C2CC=CCC2C(=O)O)cc1 (configuration not stated)	22µM*	u	x	20µM*	x	-8%	56µM*	-2%	x
40	O=C(CSC1=NCCS1)NC(c1ccccc1)c1ccccc1	46%	35%[59 µM]	-7%	-5%	-6%	-5%	5%	-2%	-6%
41	CC(C)CNC(=O)C(=O)NCc1ccccc1	-2%	x	-28%	6%	-5%	2%	u	-16%	-9%
42	CCOC(=O)C1(C(=O)OCC)CC1c1ccccc1 (configuration not stated)	-25%	27%[59 µM]	12%	0%	-11%	-5%	12%	-1%	-6%
43	Cc1ccc(S(=O)(=O)c2[nH]c(-c3ccccc3)nc2SCC(=O)O)cc1	6%	u	21%	x	-18%	38%[activator]	-21%	-2%	-25%
44	CCC(C)C1NC(=S)N(Cc2ccccc2)C1=O (configuration not stated)	38%[activator]	27%[0.501 µM]	-11%	1%	-13%	u	12%	-7%	-16%
45	COc1cc(/C=N/N2CCOCC2)ccc1OCc1ccc(Cl)cc1	10%	-37%	54%[activator]	-6%	-21%	-21%	x	-5%	-10%
46	CCOC(=O)C1CCN(C(=O)c2cccc(Cl)c2)CC1	-19%	-7%[59 µM]	16%	-1%	-9%	-16%	6%	-2%	0%

# Screens deposited in PubChem BioAssay by National Center for Advancing Translational Sciences (NCATS).

# These rows are one share of the data; the hit share may differ from the screen's.
